# Pf Dd2 inh – P. falciparum Dd2 growth inhibition. SYBR Green, 72 h; active compounds read low. activity change, % at 10 µM. hit rate 2.3% among 94,000; in the data active = activity change below about -80%; inconclusive = no clear call, values can overlap the other calls
# KDM4C inh – blocks human GASC-1 (KDM4C) demethylase activity. Q9H3R0. inhibition, % at 12.5 µM. GST-KDM4C 2-372, H3K9me3 peptide, LANCE TR-FRET. hit rate 0.15% among 96,000;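 active = mean replicate inhibition above about 25%, with at least 55% of replicates also reaching it, limit read from the data, passing the limit was not always enough; inconclusive = only one of those two conditions met; inactive = neither condition met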
# Target sequence (Q9H3R0 2-372 limits assumed): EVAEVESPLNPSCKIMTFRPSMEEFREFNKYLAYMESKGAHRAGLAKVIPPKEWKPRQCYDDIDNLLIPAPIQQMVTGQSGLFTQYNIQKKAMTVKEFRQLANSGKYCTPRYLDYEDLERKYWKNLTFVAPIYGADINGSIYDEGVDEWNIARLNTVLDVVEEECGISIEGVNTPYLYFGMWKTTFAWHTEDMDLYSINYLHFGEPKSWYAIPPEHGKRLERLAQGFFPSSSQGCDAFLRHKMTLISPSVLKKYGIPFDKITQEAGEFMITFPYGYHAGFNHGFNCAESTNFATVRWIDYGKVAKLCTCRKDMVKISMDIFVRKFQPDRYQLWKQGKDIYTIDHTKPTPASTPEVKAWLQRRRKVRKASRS
#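 Compound: one test concentration per compound; Material: GST-GASC-1 enzyme fragment 2-372; Amount: GASC-1 enzyme at 10 nM final in reaction; Also added: H3K9me3 peptide substrate, Fe(II), 2-oxoglutarate; Technique: LANCE TR-FRET; Times: 30 min demethylation and 1 h detection at room temperature.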
# C diff HTS – C. difficile growth inhibition; hit rate 0.25% among 86,000; Clostridium difficile clinical isolate growth, OD600, 24 h; active compounds read low; growth activity, negative = inhibition, % at 16 µg/mL (by protocol);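 active = mean growth activity at or below -80% and every replicate also at or below -80%; inconclusive = mean at or below -80% but some replicate above -80%; inactive = mean growth activity above -80%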;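 note: 0% = DMSO wells and -100% = levofloxacin 16 µg/mL wells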
# T cruzi growth – inhibitors of T. cruzi proliferation. T. cruzi beta-gal in NIH3T3, GalScreen luminescence, 90 h. inhibition, % at 8.34 µM. hit rate 5.9% among 77,000;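 active = mean inhibition above about 93%, with at least 55% of replicates each passing it, limit read from the data, passing the limit was not always enough; inconclusive = only one of those two conditions holds; inactive = neither condition holds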
# * = called active by the depositor; ? = inconclusive; nt = no result given; & = joins results of further samples.
# Field names: A = Pf Dd2 inh; B = KDM4C inh; C = C diff HTS; D = T cruzi growth
CN(C)C(=O)C[C@@H]1C[C@@H]2c3cc(NC(=O)Nc4ccccc4F)ccc3O[C@@H]2[C@H](CO)O1
  A = 8; B = -1.2; C = 0; D = 40

CCCC#Cc1cnc2c(c1)C(=O)N([C@@H](C)CO)C[C@@H](C)[C@H](CN(C)C(=O)c1cccnc1)O2
  A = 3; B = 1.9; C = -5; D = -30

C[C@@H]1CN([C@H](C)CO)C(=O)c2cc(-c3cncnc3)cnc2O[C@@H]1CN(C)Cc1cncnc1
  A = 21; B = 2.0; C = -1; D = -40

COc1ccc(C#Cc2cnc3c(c2)C(=O)N([C@H](C)CO)C[C@@H](C)[C@@H](CN(C)CC2CC2)O3)cc1
  A = -74; B = -3.0; C = nt; D = 64

N#Cc1cccc(-c2ccc([C@H]3[C@H](CO)N4CCCCN(S(=O)(=O)c5ccccc5)C[C@@H]34)cc2)c1
  A = 12; B = 0.7; C = -1; D = 88

CCCN(C)C[C@H]1Oc2cc(-c3ccc(C#N)cc3)ccc2S(=O)(=O)N([C@@H](C)CO)C[C@H]1C
  A = -27; B = 1.2; C = 1; D = nt

C[C@H](CO)N1C[C@H](C)[C@H](CN(C)C(=O)Nc2cccc3ccccc23)OCCCC[C@H](C)Oc2ccc(NC(=O)c3ccncc3)cc2C1=O
  A = -73; B = 2.9; C = 0; D = 62

C[C@H]1CN([C@@H](C)CO)C(=O)Cc2cc(NC(=O)c3ccncc3)ccc2O[C@H]1CN(C)C(=O)Nc1ccccc1
  A = 7; B = -1.2; C = -3&-9; D = nt

C[C@H](CO)N1C[C@H](C)[C@@H](CN(C)C(=O)CCC(F)(F)F)OCCCC[C@H](C)Oc2ccc(NC(=O)Nc3ccccc3)cc2C1=O
  A = 30; B = 0.5; C = 0; D = 27

C[C@H](CO)N1C[C@H](C)[C@H](CN(C)S(=O)(=O)c2ccccc2)Oc2c(NS(=O)(=O)c3ccc(F)cc3)cccc2C1=O
  A = -31; B = 2.0; C = -7; D = 22

O=C(O)C[C@H]1CC[C@@H]2[C@H](COC[C@@H](O)CN2S(=O)(=O)c2ccc(Oc3ccccc3)cc2)O1
  A = 30; B = 2.0; C = 1&-3; D = -27

COc1ccc(NC(=O)N(C)C[C@@H]2OCCCC[C@H](C)Oc3ccc(NC(=O)Nc4ccc(C(F)(F)F)cc4)cc3C(=O)N([C@H](C)CO)C[C@@H]2C)cc1
  A = 81; B = 0.4; C = 2; D = 74

C[C@H](CO)N1C[C@H](C)[C@H](CN(C)Cc2ccc(F)cc2)OCc2ccccc2-c2ccccc2C1=O
  A = -34; B = 0.7; C = 7; D = 58

Cc1ccc(S(=O)(=O)Nc2ccc3c(c2)C(=O)N([C@@H](C)CO)C[C@H](C)[C@H](CN(C)C(=O)NC2CCCCC2)OCCCC[C@@H](C)O3)cc1
  A = -53; B = -1.2; C = -5; D = 74

O=C(O)C[C@@H]1CC[C@H](NC(=O)Nc2cc(F)ccc2F)[C@@H](CO)O1
  A = 3; B = -0.5; C = 1; D = nt

CCCNC(=O)C[C@@H]1CC[C@@H]2[C@H](COc3ccc(NC(=O)c4ccc(C(F)(F)F)cc4)cc3C(=O)N2C)O1
  A = -34; B = 3.4; C = 0; D = 54

C[C@@H]1CN([C@H](C)CO)C(=O)c2cc(C#Cc3ccccc3)cnc2O[C@H]1CN(C)C(=O)CCN1CCCCC1
  A = -90*; B = -0.6; C = 13; D = 55

C[C@@H]1CN([C@@H](C)CO)C(=O)c2cc(NC(=O)Nc3ccc4c(c3)OCO4)ccc2O[C@H]1CN(C)Cc1ccc(C(F)(F)F)cc1
  A = -5; B = -2.1; C = -2; D = 91

O=C(Cc1ccncc1)NCC[C@H]1CC[C@H](NC(=O)Nc2ccc(Cl)cc2)[C@H](CO)O1
  A = -7; B = 0.2; C = 0; D = 39

COc1ccc(C(=O)Nc2ccc3c(c2)C(=O)N(C)C[C@@H](OC)[C@H](C)CN(C(C)=O)[C@H](C)CO3)cc1
  A = 5; B = -0.4; C = nt; D = 79

C[C@H]1CN([C@@H](C)CO)S(=O)(=O)c2ccc(C#Cc3ccncc3)cc2O[C@H]1CN(C)C
  A = -30; B = -0.6; C = 7; D = 10

C[C@@H]1CN([C@H](C)CO)S(=O)(=O)c2ccc(-c3cncnc3)cc2O[C@H]1CN(C)C(=O)CN(C)C
  A = 51; B = 0.2; C = 7; D = -33

C[C@H](CO)N1C[C@H](C)[C@@H](CN(C)C(=O)Nc2ccccc2)Oc2ccc(NC(=O)Nc3ccc4c(c3)OCO4)cc2CC1=O
  A = 6; B = 4.3; C = -14; D = 6

C[C@@H]1CN([C@@H](C)CO)C(=O)Cc2cc(NC(=O)NC3CCCCC3)ccc2O[C@H]1CN(C)Cc1ccc(Cl)c(Cl)c1
  A = -7; B = -1.4; C = 64; D = 62

Cc1noc(C)c1NC(=O)Nc1cccc2c1O[C@@H](CN(C)C(=O)Nc1ccc3c(c1)OCO3)[C@H](C)CN([C@H](C)CO)C2=O
  A = 20; B = 1.7; C = 1; D = -9

COc1cccc(NC(=O)N(C)C[C@H]2Oc3cc(C#Cc4ccccc4)ccc3S(=O)(=O)N([C@@H](C)CO)C[C@H]2C)c1
  A = ?; B = 0.4; C = -2; D = 120*

COc1ccc(NC(=O)Nc2ccc3c(c2)C(=O)N([C@@H](C)CO)C[C@@H](C)[C@@H](CN(C)C(=O)CCCN(C)C)OCCCC[C@H](C)O3)cc1
  A = 71; B = 5.3; C = -3; D = -3

CC(C)NC(=O)N(C)C[C@H]1OCCCC[C@H](C)Oc2ccc(NC(=O)C3CCCCC3)cc2C(=O)N([C@@H](C)CO)C[C@H]1C
  A = -16; B = -0.1; C = -3; D = 22

C[C@H](CO)N1C[C@H](C)[C@@H](CN(C)S(=O)(=O)c2ccc(F)cc2)Oc2ccc(NC(=O)Cn3cnnn3)cc2CC1=O
  A = -4; B = -3.1; C = 4; D = 16

CCCNC(=O)N1CC2(CCN(CC3CCCC3)CC2)c2c(n(C)c3cc(OC)ccc23)[C@H]1CO
  A = -17; B = 0.2; C = -1; D = nt

CNC(=O)C[C@H]1CC[C@H]2[C@@H](COc3ccc(NC(=O)c4ccc5c(c4)OCO5)cc3C(=O)N2C)O1
  A = -6; B = -1.8; C = -3; D = 50

CCOC(=O)N(C)C[C@@H]1OCc2cnnn2CCCC(=O)N([C@@H](C)CO)C[C@H]1C
  A = -3; B = 0.8; C = nt; D = 9

CN1C[C@@H]2[C@H](c3ccccc31)[C@@H](CO)N2Cc1ccccc1
  A = -21; B = -2.9; C = -1; D = -1

CO[C@H]1CN(C)C(=O)c2ccc(NC(=O)C3CC3)cc2OC[C@H](C)N(Cc2nccs2)C[C@@H]1C
  A = nt; B = 1.4; C = nt; D = -11

COc1ccc(NC(=O)N(C)C[C@@H]2Oc3ncc(C#CCC(C)C)cc3C(=O)N([C@H](C)CO)C[C@@H]2C)cc1
  A = -13; B = 0.2; C = -8; D = -62

O=C(CC(F)(F)F)N1C[C@H]2[C@@H](c3ccccc31)[C@H](CO)N2C(=O)c1ccncc1
  A = 0; B = 0.9; C = -3; D = -5

O=C(C[C@H]1CC[C@@H]2[C@H](COC[C@@H](O)CN2CC2CC2)O1)NCC1CC1
  A = 1; B = 0.0; C = 1; D = 5

CCCNC(=O)N(C)C[C@H]1Oc2ncc(C#CCC3CCCC3)cc2C(=O)N([C@H](C)CO)C[C@@H]1C
  A = -29; B = 0.4; C = 1; D = 69

CC(C)NC(=O)Nc1ccc2c(c1)C(=O)N([C@@H](C)CO)C[C@@H](C)[C@@H](CN(C)S(=O)(=O)c1ccc(Cl)cc1)OCCCC[C@H](C)O2
  A = -66; B = -0.4; C = -2; D = 46

Cc1ccc(-c2cnc3c(c2)C(=O)N([C@@H](C)CO)C[C@@H](C)[C@@H](CN(C)C(=O)c2cccnc2)O3)cc1
  A = -7; B = 0.4; C = -4; D = 35

CN1C(=O)c2cc(NC(=O)c3cccc(F)c3)ccc2OC[C@@H]2O[C@@H](CC(=O)NC3CCC3)CC[C@H]21
  A = -3&-6; B = -0.1&-0.7; C = -2&2; D = -6&-55

C/C=C/c1ccc2c(c1)O[C@@H](CN(C)C(=O)Nc1ccc(OC)cc1)[C@H](C)CN([C@@H](C)CO)S2(=O)=O
  A = -10; B = 0.7; C = -9; D = 18

CCC(=O)N1CC[C@@H]2[C@H](CO)Nc3ccc(C#Cc4ccc(F)cc4)cc3[C@@H]21
  A = 12; B = -2.4; C = -10; D = 106*

CO[C@@H]1CN(C)C(=O)c2cc(NS(C)(=O)=O)ccc2OC[C@H](C)N(C(=O)c2ccc3c(c2)OCO3)C[C@H]1C
  A = -62; B = -0.2; C = nt; D = nt

O=C(O)[C@@H]1[C@@H](CO)[C@@H]2Cn3c(ccc(-c4cncnc4)c3=O)[C@@H]2N1C(=O)C1CCCCC1
  A = nt; B = -1.6; C = 6; D = -14

C/C=C/c1ccc2c(c1)O[C@H](CN(C)C(=O)Nc1cccc(F)c1)[C@H](C)CN([C@H](C)CO)S2(=O)=O
  A = -18; B = 0.9; C = 6; D = 105*

COc1cccc(-c2ccc3n(c2=O)C[C@H]2[C@H](CO)[C@@H](C(=O)N(C)C)[C@@H]3N2C(=O)c2cnccn2)c1
  A = -1; B = 4.6; C = -2; D = 16

COc1ccccc1-c1ccc([C@H]2[C@@H](CO)N(C(=O)c3cccc(F)c3)[C@H]2C#N)cc1
  A = -13; B = -0.6; C = 7; D = 73

CN(C)Cc1cn(CC[C@@H]2CC[C@@H](NS(=O)(=O)c3ccc(-c4ccccc4)cc3)[C@@H](CO)O2)nn1
  A = 14; B = -1.5; C = nt; D = -247

COc1cccc(CN2CC3(CCN(CC4CC4)CC3)c3c([nH]c4cc(OC)ccc34)[C@H]2CO)c1
  A = -92*; B = 2.2; C = 12; D = nt

CS(=O)(=O)N1[C@@H](C#N)[C@H](c2ccc(C#Cc3cccc(F)c3)cc2)[C@@H]1CO
  A = -6; B = -1.7; C = -11; D = 79

Cc1ccc(-c2ccc([C@H]3[C@@H](CO)N4CCCCN(Cc5ccccn5)C[C@H]34)cc2)cc1
  A = -2; B = 4.2; C = -2; D = 33

Cc1noc(C)c1NC(=O)N(C)C[C@@H]1OCCCC[C@H](C)Oc2ccc(NC(=O)c3ccccc3)cc2C(=O)N([C@@H](C)CO)C[C@H]1C
  A = -34; B = 0.9; C = nt; D = 24

# Entries shown so far that contain an aryl methoxy group, in the order listed:
# Field names: A = Pf Dd2 inh; B = KDM4C inh; C = C diff HTS; D = T cruzi growth
COc1ccc(C#Cc2cnc3c(c2)C(=O)N([C@H](C)CO)C[C@@H](C)[C@@H](CN(C)CC2CC2)O3)cc1
  A = -74; B = -3.0; C = nt; D = 64

COc1ccc(NC(=O)N(C)C[C@@H]2OCCCC[C@H](C)Oc3ccc(NC(=O)Nc4ccc(C(F)(F)F)cc4)cc3C(=O)N([C@H](C)CO)C[C@@H]2C)cc1
  A = 81; B = 0.4; C = 2; D = 74

COc1ccc(C(=O)Nc2ccc3c(c2)C(=O)N(C)C[C@@H](OC)[C@H](C)CN(C(C)=O)[C@H](C)CO3)cc1
  A = 5; B = -0.4; C = nt; D = 79

COc1cccc(NC(=O)N(C)C[C@H]2Oc3cc(C#Cc4ccccc4)ccc3S(=O)(=O)N([C@@H](C)CO)C[C@H]2C)c1
  A = ?; B = 0.4; C = -2; D = 120*

COc1ccc(NC(=O)Nc2ccc3c(c2)C(=O)N([C@@H](C)CO)C[C@@H](C)[C@@H](CN(C)C(=O)CCCN(C)C)OCCCC[C@H](C)O3)cc1
  A = 71; B = 5.3; C = -3; D = -3

CCCNC(=O)N1CC2(CCN(CC3CCCC3)CC2)c2c(n(C)c3cc(OC)ccc23)[C@H]1CO
  A = -17; B = 0.2; C = -1; D = nt

COc1ccc(NC(=O)N(C)C[C@@H]2Oc3ncc(C#CCC(C)C)cc3C(=O)N([C@H](C)CO)C[C@@H]2C)cc1
  A = -13; B = 0.2; C = -8; D = -62

C/C=C/c1ccc2c(c1)O[C@@H](CN(C)C(=O)Nc1ccc(OC)cc1)[C@H](C)CN([C@@H](C)CO)S2(=O)=O
  A = -10; B = 0.7; C = -9; D = 18

COc1cccc(-c2ccc3n(c2=O)C[C@H]2[C@H](CO)[C@@H](C(=O)N(C)C)[C@@H]3N2C(=O)c2cnccn2)c1
  A = -1; B = 4.6; C = -2; D = 16

COc1ccccc1-c1ccc([C@H]2[C@@H](CO)N(C(=O)c3cccc(F)c3)[C@H]2C#N)cc1
  A = -13; B = -0.6; C = 7; D = 73

COc1cccc(CN2CC3(CCN(CC4CC4)CC3)c3c([nH]c4cc(OC)ccc34)[C@H]2CO)c1
  A = -92*; B = 2.2; C = 12; D = nt

# Three entries out of the list above, ordered by their value in KDM4C inh, rising:
molecule	KDM4C inh
CCC(=O)N1CC[C@@H]2[C@H](CO)Nc3ccc(C#Cc4ccc(F)cc4)cc3[C@@H]21	-2.4
O=C(O)[C@@H]1[C@@H](CO)[C@@H]2Cn3c(ccc(-c4cncnc4)c3=O)[C@@H]2N1C(=O)C1CCCCC1	-1.6
O=C(CC(F)(F)F)N1C[C@H]2[C@@H](c3ccccc31)[C@H](CO)N2C(=O)c1ccncc1	0.9

# From PubChem
